Abeta yeast res – restores growth of yeast expressing A-beta42 peptide | yeast expressing A-beta42, growth rescue, OD600, 48 h; response scale: 0% DMSO, 100% iron-clioquinol control | Potency, µM (doses to about 46.1 µM), without a hit: at the top dose growth rescue, most hits filed as activators | hit rate 0.063% among 410,000; further: nearly all actives have a fitted effect of over 55% in size
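Yeast growth medium received pinned compounds, then yeast cells expressing toxic A-beta were added; plates incubated at 30 C for 48 hr. Growth read as absorbance at 600 nm, normalized to DMSO and equimolar FeCl3 plus clioquinol controls.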
FUS yeast rescue – suppressors of FUS proteinopathy in yeast; hit rate 0.24% among 390,000; Potency, µM (doses to about 76.6 µM), for inactives: at the top dose growth rescue (activation), actives largely listed as activators; S. cerevisiae FUS-expressing, growth rescue, OD600, 24 h; AID 1347120;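 further: plate controls were DMSO vehicle for no effect and reference control for full effect; nearly all actives have a fitted effect of over 55% in size; some results filed as inactive show a strong effect at the top dose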
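Read-out: OD at 600 nm after 24hr at 30C, reporting rescue of FUS-induced yeast toxicity. Cells at OD 0.005 in galactose (2%) minimal medium; compounds tested in a dilution series; CP55940 titration from 92uM final as control.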
An asterisk follows results filed as active; ? = inconclusive; [ ] = remark or other dose. The call rests on the fitted dose curve; in most records, active means well fitted activation curve with a large enough effect; inconclusive means small, poorly fitted or top-dose-only effect; inactive means no such curve, though single readings can be large or run the other way. Potency means the concentration at half of the fitted maximal effect. Some of the compounds tested; count on the stated rates, not on these rows.

SMILES	Abeta yeast res	FUS yeast rescue
COc1cccc(CNC(=O)Cn2c(=O)oc3cc(S(=O)(=O)N4CCCCCC4)ccc32)c1	-9%	?
CCOc1ccc(S(=O)(=O)N2CCN(c3ccc(Cl)c(Cl)c3)CC2)c2ccccc12	-14%	-14%
CN(C)c1cccc(C(=O)N2CCC(c3ccncc3)CC2)c1	-20%	-17%
O=S(=O)(c1ccc2nc(Nc3ccc(F)cc3)ccc2c1)N1CCCC1	-11%	5%
CC(=O)c1ccc(NC(=O)CSc2cn(CC(=O)N3CCCCCC3)c3ccccc23)cc1	-15%	?
COc1ccc2c(c1)CCc1c(C(=O)Nc3ccccc3C(F)(F)F)noc1-2	-15%	-23%
COc1ccc(-c2noc(CSc3nnc(-c4ccncc4)n3-c3ccccc3)n2)cc1	-6%	28%
Cc1ccc(NC(=O)c2ccc(F)c(S(=O)(=O)N3CCc4ccccc4C3)c2)cc1F	-15%	-12%
COc1cc(C2c3c(-c4c(C)cc(C)cc4O)n[nH]c3C(=O)N2CCO)cc(OC)c1OC (centres undefined)	-2%	26%
CNC(=O)C1CCC(Cn2c(=O)c3sccc3n(Cc3ccc(F)cc3)c2=O)CC1 (centres undefined)	-9%	-21%
O=C(NCCc1ccc(Cl)cc1)c1ccc(CSCc2ccccc2Cl)o1	?	33%
COc1cc(OC)c(NC(=O)N2CCCn3nc(C)cc32)cc1Cl	1%	-7%

Given field by field: part of the list above.
> CC(=O)c1ccc(NC(=O)CSc2cn(CC(=O)N3CCCCCC3)c3ccccc23)cc1
  Abeta yeast res: -15%; FUS yeast rescue: ?
> COc1ccc2c(c1)CCc1c(C(=O)Nc3ccccc3C(F)(F)F)noc1-2
  Abeta yeast res: -15%; FUS yeast rescue: -23%
> COc1ccc(-c2noc(CSc3nnc(-c4ccncc4)n3-c3ccccc3)n2)cc1
  Abeta yeast res: -6%; FUS yeast rescue: 28%

The listing continues.
SMILES	Abeta yeast res	FUS yeast rescue
CCOc1ccc(N2CC(c3nc4ccccc4n3CCOc3ccccc3OC)CC2=O)cc1 (centres undefined)	27%	?
CCCCCn1c(C(C)NC(=O)c2ccccc2)nc2ccccc21 (centres undefined)	-11%	-31%
CCOc1ccc(S(=O)(=O)c2cn(C)c3ccccc3c2=O)cc1	-11%	1%
CCc1ccc(CNC(=O)CCN2C(=O)COc3ccccc32)cc1	10%	-4%
Cc1ccc(NC(=O)Cn2nnc3sc(-c4ccccc4)cc3c2=O)cc1Cl	-2%	11%
Cn1c(=O)n(C)c2cc(N3CCCCC3)c(NC(=O)c3ccc(C(C)(C)C)cc3)cc21	-3%	-4%
CCC(CC)C(=O)NCc1nc2cccnc2n1Cc1ccc(F)cc1	1%	-10%
COCCn1c(C)cc(O)c(C(c2ccccc2)N2CCN(C)CC2)c1=O (centres undefined)	-4%	14%
Cc1nc2ccccc2c(=O)n1-c1ccc(NC(=O)C(F)(F)F)cc1	-16%	0%
COc1ccc2c(Sc3ccccc3)c(C(=O)NCCc3ccc(Cl)cc3)[nH]c2c1	1%	-15%
CCOC(=O)c1c(NC(C)=O)c2c3c(sc2n1Cc1nc(-c2cccc(C)c2)oc1C)CCCC3	-4%	-13%
O=C(NCc1cccc(Cl)c1)c1cc2c(s1)-c1ccccc1OC2	-14%	?
O=C(CSc1nc(-c2ccccc2)[nH]c1-c1ccccc1)Nc1ccc2c(c1)OCCO2	1%	?
CCCCOc1cccc(NC(=O)c2cccc(C(=O)Nc3cccc(OCCCC)c3)c2)c1	-9%	-13%
COc1ccc(-c2cn3c(n2)sc2cc(C(=O)NCc4ccccc4)ccc23)cc1	16%	-5%
O=C(CSc1nc2c([nH]c3ccccc32)c(=O)n1-c1ccccc1)Nc1ccccc1C(F)(F)F	-9%	-8%
Cc1cc(C)c(Cn2c(=O)n(CCCC(=O)NCc3ccc4c(c3)OCO4)c(=O)c3sccc32)c(C)c1	-11%	-22%
CC(C)c1ccc(NC(=O)CN2C(=O)COc3ccc(S(=O)(=O)N4CCCCCC4)cc32)cc1	-14%	-8%
Oc1ccc(/C=C/c2nc(-c3ccccc3O)n(-c3ccccc3)n2)c(O)c1	-35%	-2%
COC(=O)c1ccccc1NC(=O)Cn1nc(C)c2nn(-c3ccc(Cl)cc3)c(C)c2c1=O	6%	4%
CC(=O)c1cccc(NC(=O)CN(c2cc(C)cc(C)c2)S(=O)(=O)c2c(C)noc2C)c1	1%	?
CCc1ccccc1NC(=O)c1ccc2c(c1)nnn2C1CCCC1	5%	-10%
CCCCC(=O)N(c1ccc2oc(C)c(C(C)=O)c2c1)S(=O)(=O)c1ccc(F)cc1C	1%	-14%
Nc1c(-c2nc(-c3ccccc3Cl)no2)nnn1-c1ccccc1F	-13%	-12%
CCCn1nc(NC(=O)c2cccc(Cl)c2)c2cc3cccc(C)c3nc21	-14%	-19%
Cc1ccc(C)c(NC(=O)Cn2c(=O)n(CC3CCCO3)c(=O)c3ccccc32)c1 (centres undefined)	-2%	-13%
COc1ccccc1NC(=O)c1cnn(-c2ccccc2)c1-n1cccc1	-17%	-4%
Cc1nn(-c2nc(-c3ccccc3)cc(C(F)(F)F)n2)c(C)c1Cl	28%	15%
COc1cccc(Cn2c(=O)n(CC3CCC(C(=O)N4CCOCC4)CC3)c(=O)c3sccc32)c1 (centres undefined)	-1%	?
COc1cccc2sc(NC(=O)CS(=O)(=O)c3ccc(C)cc3)nc12	-17%	43%
CCCc1nn2c(=O)cc(COC(=O)c3ccc(NC(=O)COc4ccccc4)cc3)nc2s1	-10%	6%
CCOc1ccc(C(=O)c2cn(Cc3ccccc3OC)c3cc4c(cc3c2=O)OCCO4)cc1	-9%	43%
CCOC(=O)c1sc(NC(=O)/C=C/c2ccc(C(C)C)cc2)c(C(=O)OCC)c1C	5%	-4%
Cc1oc(-c2ccccc2F)nc1CN1CCC(C(=O)NCCc2ccc(Cl)cc2)CC1	-13%	7%
CCOc1cccc(C2c3[nH]c4ccccc4c3CCN2C(=O)CCC2CCCC2)c1 (centres undefined)	-7%	0%
CCOC(=O)c1ccc(NC(=O)c2cn(-c3ccccc3)nc2-c2ccc(Br)cc2)cc1	-10%	-1%
CCc1ccc(NC(=O)C2CCN(c3cc(C)nc4c(-c5ccc(Cl)cc5)c(C)nn34)CC2)cc1	-19%	-20%
Cc1ccc(C)c(CN2C(=O)c3ccccc3S(=O)c3ccc(C(=O)N4CCOCC4)cc32)c1 (centres undefined)	-7%	?
Cc1cc(C)c(Nc2nc3ccccc3n3c(C)nnc23)c(C)c1	11%	15%
CC(=O)Nc1ccc(NS(=O)(=O)c2ccc3c(c2)CCCN3C(C)=O)cc1	0%	-10%
CCOc1ccccc1C(=O)N(Cc1ccc(N(C)C)cc1)Cc1ccco1	-3%	10%
O=c1c2ccccc2n(Cc2cccc(Cl)c2)c(=O)n1CCc1ccccc1	4%	-6%
CCc1nc2ccccc2n1CCCCOc1ccc(C)cc1	-2%	-17%
CC(=O)Nc1c(C)nn(-c2ccccc2)c1N1CCC(C(=O)Nc2cc(Cl)ccc2C)CC1	8%	-8%
Cc1cccc(-n2ncc3c(NC4CCCC4)ncnc32)c1	-5%	-5%
Cn1ccnc1SCC(=O)Nc1cc(Cl)ccc1Cl	-10%	-13%
CCCCNC(=O)CSC1=Nc2ccccc2C2=NC(CCC(=O)NCc3ccccc3OC)C(=O)N12 (centres undefined)	-3%	2%
CCCN1C(=O)c2[nH]nc(-c3cccc(OC)c3)c2C1c1ccccn1 (centres undefined)	2%	-10%

Taken from above:
O=c1c2ccccc2n(Cc2cccc(Cl)c2)c(=O)n1CCc1ccccc1 in FUS yeast rescue = -6%
CCCN1C(=O)c2[nH]nc(-c3cccc(OC)c3)c2C1c1ccccn1 (centres undefined) in Abeta yeast res = 2%
CCOc1ccccc1C(=O)N(Cc1ccc(N(C)C)cc1)Cc1ccco1 in FUS yeast rescue = 10%
CCCCNC(=O)CSC1=Nc2ccccc2C2=NC(CCC(=O)NCc3ccccc3OC)C(=O)N12 (centres undefined) in Abeta yeast res = -3%

Remaining list, next part
SMILES	Abeta yeast res	FUS yeast rescue
O=C(COc1ccccc1F)Nc1nnc(SCc2cc(=O)c3ccccc3[nH]2)s1	-5%	-11%
CCN(Cc1ccccc1)c1nc2c(S(=O)(=O)c3ccccc3)nnn2c2ccc(Cl)cc12	-21%	9%
COc1ccc(C(=O)Nc2nnc(SCc3cc(=O)c4cccc(F)c4[nH]3)s2)cc1	-13%	22%
Cc1ccc(C)c(CN2C(=O)c3ccccc3Sc3ccc(C(=O)NCc4cccs4)cc32)c1	5%	45%
COc1ccccc1N1CCN(S(=O)(=O)CCNC(=O)Cc2ccc(Cl)cc2)CC1	1%	-1%
Cc1cccc(CSc2ncc(Cl)c(C(=O)Nc3nnc(C)s3)n2)c1	9%	16%
Cc1cccc(N2CCn3c2nc2c3c(=O)n(CCCc3ccccc3)c(=O)n2C)c1	-28%	-19%
Cc1ccc(CNC(=O)c2cc3c(=O)oc4ccc(C)cc4c3s2)cc1	3%	-28%
Cc1ccc(OCCSc2nc3ccccc3n2CC(=O)N2CCOCC2)cc1	-14%	29%
Cc1cccc(C)c1NC(=O)Cn1nnc(S(=O)(=O)c2ccccc2)c1N	-5%	-14%
COc1ccc(S(=O)(=O)N(CC(=O)Nc2cc(Cl)ccc2C)Cc2ccccc2)cc1OC	-6%	?
CCCCOc1ccc(CNC(=O)Cc2ccc(NC(=O)N3CCSc4ncccc43)cc2)cc1	-7%	?
CC(=O)c1ccc(NC(=O)CC2Sc3ccccc3NC2=O)cc1 (centres undefined)	-10%	10%
Cc1cccc(S(=O)(=O)c2cn(Cc3ccc(F)cc3)c3cc(N4CCCCC4)c(F)cc3c2=O)c1	9%	-16%
CC1CCCN(Cc2cn3c(-c4cccc(Br)c4)nnc3s2)C1 (centres undefined)	-9%	1%
CSc1ccc(-c2nc3cccc(C)n3c2Nc2ccc(Cl)cc2)cc1	-35%	?
COc1ccc2c(c1)c(=O)c(S(=O)(=O)c1ccccc1)cn2CC(=O)Nc1ccc2c(c1)OCO2	-2%	-5%
Cc1ccc(C)c(NC(=O)Nc2csc3c2CCCC3)c1	-11%	-5%
COc1cccc(CNC(=O)c2ccc3c(c2)c(C)c(C)n3Cc2ccccc2)c1OC	-2%	20%
Cc1ccc(NC(=O)Cn2c(=O)c3ccccc3n3nncc23)cc1	-6%	-2%
COc1ccc(CCNC(=O)c2cc3c(=O)n(C)c4ccccc4c3s2)cc1OC	-13%	-1%
CCCn1c2ccccc2c2cnn(CC(=O)Nc3ccc(C)cc3Br)c(=O)c21	-8%	-9%
Cc1cccc(OCC(=O)N(Cc2sccc2C)C2CCS(=O)(=O)C2)c1 (centres undefined)	12%	5%
COc1ccc(OC)c(CNC(=O)Cn2nc(C)c3c(C)n(-c4ccccc4)nc3c2=O)c1	-8%	35%
CN(C)c1ccc(CNC(=O)Cn2c(=O)oc3cc(S(=O)(=O)N4CCCCCC4)ccc32)cc1	-26%	?
COc1cccc(CN2C(=O)c3ccccc3Sc3ccc(C(=O)OCc4ccco4)cc32)c1	-4%	-16%
COc1ccc(OC)c(NC(=O)CSC2=Nc3ccccc3C3=NC(CCC(=O)NC4CCCCC4)C(=O)N23)c1 (centres undefined)	-2%	1%
Cc1ccc(C(C)C)c(OCCn2cc(C(=O)c3ccco3)c3ccccc32)c1	30%	7%
CCN(CC)C(=O)c1cc(-c2ccc(Cl)cc2)on1	-27%	11%
O=C(CC(c1cccs1)N1Cc2ccccc2C1=O)Nc1ccc(Cl)cc1 (centres undefined)	-26%	4%
Cc1cc(C)cc(NC(=O)CSc2nc(-c3cccc(Cl)c3)nc3c2Cc2c(CO)cnc(C)c2O3)c1	-10%	-3%
Cc1csc2nc(COC(=O)c3ccc(NC(=O)C(C)C)cc3)cc(=O)n12	-12%	9%
Cc1ccc(CNC(=O)c2nc(SCc3ccccc3C)ncc2Cl)cc1	-14%	-15%
O=C(CN1C(=O)COc2ccccc21)NCCc1ccc(Cl)cc1	?	?
CCn1c(=N)c(C(=O)NC2CCCCC2)cc2c(=O)n3cccc(C)c3nc21	-9%	-3%
Cc1cc(C)cc(NC(=O)Nc2cccs2)c1	-13%	-2%

The last 2 entries of the section before open the next one:
SMILES	Abeta yeast res	FUS yeast rescue
CCn1c(=N)c(C(=O)NC2CCCCC2)cc2c(=O)n3cccc(C)c3nc21	-9%	-3%
Cc1cc(C)cc(NC(=O)Nc2cccs2)c1	-13%	-2%
Fc1ccc(Nc2nc(Nc3ccc(F)cc3)nc(N3CCOCC3)n2)cc1	-5%	-2%
COc1ccc(CCNC(=O)c2c(O)nc3c(C)cccn3c2=O)cc1	-34%[inhibitor]	17%
Cc1nc2ccn(Cc3cccnc3)c(=O)c2cc1C(=O)N1CCN(c2ccccc2)CC1	-10%	10%
O=C(NCCc1ccccc1)C(=O)NCC(c1ccco1)S(=O)(=O)c1cccs1 (centres undefined)	2%	-11%
Fc1ccc(Nc2nc3nonc3nc2Nc2cccc(C(F)(F)F)c2)cc1	-76%[inhibitor]	18%
Cc1cccc(C)c1NC(=O)CSc1nc2ccccc2c2nc(CCc3c(C)n[nH]c3C)nn12	-14%	3%
CCN(C(=O)c1oc2ccc(S(=O)(=O)N3CCCCCC3)cc2c1C)c1ccccc1	-2%	?
Cc1cc(C)cc(-n2c(C)nc3cc(C(=O)NCc4ccccc4Cl)ccc32)c1	-10%	?
COc1ccc(C2c3c(-c4c(C)cc(C)cc4O)n[nH]c3C(=O)N2Cc2ccco2)cc1 (centres undefined)	-13%	18%

High-throughput results: PubChem BioAssay, National Center for Advancing Translational Sciences (NCATS)
